Compound activity deposited in PubChem BioAssay by National Center for Advancing Translational Sciences (NCATS).
TDP1 inh: inhibitors of human tyrosyl-DNA phosphodiesterase TDP1; Q9NUW8; Potency, µM (series often up to 130 µM), for the others: at the highest dose activity change, negative = inhibition, hits mostly inhibitors; hit rate 0.28% among 350,000; recombinant TDP1, AlphaScreen DNA substrate cleavage; AID 485290; also: nearly all actives have a fitted effect of over 40% in size
Target sequence (Q9NUW8 whole entry, looked up): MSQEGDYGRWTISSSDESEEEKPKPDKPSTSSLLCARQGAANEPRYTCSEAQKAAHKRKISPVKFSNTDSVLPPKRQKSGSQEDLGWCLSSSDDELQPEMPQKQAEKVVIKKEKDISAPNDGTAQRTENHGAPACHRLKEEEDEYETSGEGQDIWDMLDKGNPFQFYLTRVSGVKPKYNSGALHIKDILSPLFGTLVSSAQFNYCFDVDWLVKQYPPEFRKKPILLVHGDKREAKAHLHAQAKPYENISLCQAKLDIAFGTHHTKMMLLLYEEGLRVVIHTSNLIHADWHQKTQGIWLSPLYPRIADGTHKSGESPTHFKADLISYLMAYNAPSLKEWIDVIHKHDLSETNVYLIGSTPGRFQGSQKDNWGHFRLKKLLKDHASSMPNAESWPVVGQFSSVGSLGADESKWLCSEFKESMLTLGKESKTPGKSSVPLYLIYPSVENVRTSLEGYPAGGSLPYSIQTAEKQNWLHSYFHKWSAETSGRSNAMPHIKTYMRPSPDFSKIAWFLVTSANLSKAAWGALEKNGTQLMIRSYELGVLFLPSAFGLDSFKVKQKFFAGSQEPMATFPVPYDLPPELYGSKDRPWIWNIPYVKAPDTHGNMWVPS
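E. coli-derived human Tdp1, 1 nM final. Cpd preinc 15 min RT; substrate 15 nM final, 5 min RT; AS bead mix 10 ug/ml final, 10 min RT. Signal loss = tyrosine-FITC cleavage. No-enzyme wells = max signal.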
N370S GC mod: N370S glucocerebrosidase modulation, Gaucher chaperone candidate. N370S GC spleen homogenate, 4MU-glucoside fluorescence. Potency, µM (highest dose often 59.4 µM), without a hit: at the highest dose activity change, negative = inhibition, usual class: inhibitors. hit rate 0.092% among 330,000. AID 2101;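 also: 0% = full enzyme activity and -100% = no enzyme basal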
FEN1 inhibitor: inhibitors of human flap endonuclease 1; Potency, µM (highest dose often 114 µM), for inactives: top-dose activity change, negative = inhibition, hits mostly inhibitors; P39748; hit rate 0.35% among 390,000; Recombinant FEN1 flap cleavage, fluorescence, 15 min; also: nearly all actives have a fitted effect of over 65% in size
Target sequence (P39748 whole entry, looked up): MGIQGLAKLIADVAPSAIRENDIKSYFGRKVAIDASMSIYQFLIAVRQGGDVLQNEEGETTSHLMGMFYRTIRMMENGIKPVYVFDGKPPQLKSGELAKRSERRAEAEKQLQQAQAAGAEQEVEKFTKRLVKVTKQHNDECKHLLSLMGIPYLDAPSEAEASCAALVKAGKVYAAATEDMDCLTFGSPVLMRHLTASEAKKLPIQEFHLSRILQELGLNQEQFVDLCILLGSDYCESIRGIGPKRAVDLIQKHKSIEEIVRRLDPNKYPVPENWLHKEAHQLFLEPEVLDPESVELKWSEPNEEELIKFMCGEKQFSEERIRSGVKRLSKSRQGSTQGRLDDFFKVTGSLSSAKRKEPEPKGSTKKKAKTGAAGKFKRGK
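In this screen, 50 nM flap DNA substrate was added to 10 nM FEN1 pretreated with compound for 15 min at room temperature; cleavage was followed with reads at 0 and 15 min, and Hill fitting gave concentration–response parameters.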
* marks the source's active call; other numbers are inactive results; & = joins results of further samples; [ ] = another dose, or the depositor's remark. Calls follow the shape of the dose curve; as a rule, active = well fitted curve in the direction sought with a large enough effect; inconclusive = small, poorly fitted or top-dose-only effect, or another doubt; inactive = no such curve, though single readings can be large; an effect the other way counts as inactive or inconclusive. Unless noted, % is scaled to controls: 0 for no effect and ±100 for the full control effect; potency is read from the fitted curve at half-maximal effect. Random draw from the library; 0.53% or so of the library scored in one or more.

`COC(=O)CC(NC(=O)C1CC1)c1ccc2c(c1)OCO2` (stereo not drawn) gave TDP1 inh 0%, N370S GC mod -3% and FEN1 inhibitor -9%.
Screening CCNc1nc(NCC)nc(N(C#N)C(C)C)n1 returned N370S GC mod 16% and FEN1 inhibitor -4%.
For COc1ccccc1OCCNC(=O)CCC(=O)N1CCOCC1 the results were TDP1 inh 1%[0.505 µM], N370S GC mod 0% and FEN1 inhibitor 6%.
For CCCCCCCNC(=O)C1(CC2CC(c3ccc(Cl)cc3)=NO2)CCN(C(=O)c2cc(OCC)c(OCC)c(OCC)c2)CC1 (stereo not drawn) the results were N370S GC mod 2% and FEN1 inhibitor -21%.
Screening CCOc1ccc(NC(=O)CNc2ccc(C)cc2Cl)cc1 returned TDP1 inh 5%, N370S GC mod 1%[12.8 µM] and FEN1 inhibitor -10%.
COc1cc(CNCCN2CCOCC2)ccc1OCc1cccc(Cl)c1 was read as TDP1 inh 3% and FEN1 inhibitor -2%.
For C=CCNC(=O)COC(=O)c1cccnc1Nc1ccccc1F the results were TDP1 inh 1%, N370S GC mod -2% and FEN1 inhibitor -7%.
`CN1CCN(C(=O)C2=C[C@H](c3csc4ccccc34)C[C@H](OCCCCO)O2)CC1` gave TDP1 inh -1%, N370S GC mod -9% and FEN1 inhibitor 3%.
Screening COc1ccc(/C=C/c2c(-c3ccccc3OC)sc3ccccc23)cc1OC returned TDP1 inh -5% and FEN1 inhibitor -14%.
Screening COc1ccc(OC)c(CCNC(=O)C(C)n2nc(C)c3c(C)n(-c4ccc(C)cc4)nc3c2=O)c1 (stereo not drawn) returned TDP1 inh 8%&8%, N370S GC mod -1% and FEN1 inhibitor -1%&-5%.
`O=C1NC(=O)/C(=C\c2ccc(Sc3ccc(Cl)cc3)o2)N1` gave TDP1 inh -3%, N370S GC mod inconclusive and FEN1 inhibitor 7%.
For CCOc1cc(-c2noc(N)c2C(=O)OC)cc(OCC)c1OCC the results were TDP1 inh 5%, N370S GC mod 5% and FEN1 inhibitor 2%.
For COc1ccc(NC(=O)N(Cc2nnc3n2CCCCC3)c2ccc(OC)c(Cl)c2)cc1 the results were TDP1 inh -5% and FEN1 inhibitor 15%.
Screening CC1=C(C(=O)OCc2ccccc2)C(/C=C/c2ccccc2)NC(=S)N1 (stereo not drawn) returned TDP1 inh 5%, N370S GC mod 6% and FEN1 inhibitor -13%.
For COc1cccc(C(=O)N(Cc2cccc(Cl)c2)Cc2ccco2)c1 the results were TDP1 inh 1% and FEN1 inhibitor -22%.
`O=C(Nc1ccc(-n2cnnn2)cc1)c1cc(S(=O)(=O)N2CCCC2)ccc1Cl` gave TDP1 inh 0%, N370S GC mod -6% and FEN1 inhibitor -10%.
For O=C(NCCC(=O)N1CCN(c2ncccn2)CC1)c1ccccc1 the results were TDP1 inh 7%, N370S GC mod 3% and FEN1 inhibitor 6%.
Screening COn1c(-c2ccccc2)nc2c1CCc1c-2no[n+]1[O-] returned TDP1 inh -1%, N370S GC mod -3%[12.8 µM] and FEN1 inhibitor 8%.
COc1ccc(CC(=O)NC(C)c2nnc(SCC(=O)Nc3cc(C)ccc3OC)n2C)cc1 (stereo not drawn) was read as TDP1 inh 5%, N370S GC mod 16% and FEN1 inhibitor -1%.
For CCOc1ccccc1NC(=O)C1CC2CCCC(C1)C2=O (stereo not drawn) the results were TDP1 inh 5%, N370S GC mod 3% and FEN1 inhibitor -3%.
`CCOC(=O)C1=C(N)OC2=C(C(=O)CC(C)(C)C2)C1c1cccs1` (stereo not drawn) gave TDP1 inh -8%, N370S GC mod 9% and FEN1 inhibitor 4%.
`O=C(O)CSc1nc2ccccc2s1` gave TDP1 inh 3%&6%, N370S GC mod 28%&-20% and FEN1 inhibitor -11%.
Screening COC(=O)c1c(NC(=O)C2CCC2)sc(C(=O)N(C)C)c1C returned TDP1 inh -3%, N370S GC mod 3% and FEN1 inhibitor 10%.
For O=C(NCC(c1ccco1)N1CCCCC1)c1cccc(NS(=O)(=O)c2ccc(Br)cc2)c1 (stereo not drawn) the results were TDP1 inh 6%, N370S GC mod -14% and FEN1 inhibitor -5%.
For O=C(C1CC1)N1CCN=C1SCc1cccc(C(F)(F)F)c1 the results were TDP1 inh 5%, N370S GC mod -10% and FEN1 inhibitor 0%.
For O=C(OC(C(=O)NC1CCCC1)c1ccc(F)cc1)c1ccno1 (stereo not drawn) the results were TDP1 inh 7%, N370S GC mod -7% and FEN1 inhibitor -9%.
For CCN(CC)S(=O)(=O)c1ccc(Cl)c(C(=O)Nc2ccc(Cl)cc2[N+](=O)[O-])c1 the results were TDP1 inh 8%, N370S GC mod -7% and FEN1 inhibitor 3%.
Screening CCCNc1c(NS(=O)(=O)c2ccc(C)cc2C)c(=O)oc2ccccc12 returned TDP1 inh 3%, N370S GC mod 5% and FEN1 inhibitor 5%.
`Cc1oc(-c2cccc(Cl)c2)nc1CN1CCC(C(=O)NCc2cccnc2)CC1` gave TDP1 inh 2%, N370S GC mod -1% and FEN1 inhibitor -11%.
`COc1ccc(OC)c(NC(=O)C(=O)N/N=C/c2ccccc2[N+](=O)[O-])c1` gave TDP1 inh 1%, N370S GC mod 3% and FEN1 inhibitor -1%.
`CC(C)CCn1nnnc1C(c1ccccc1)N1CCC(C(N)=O)CC1` (stereo not drawn) gave TDP1 inh -3%, N370S GC mod 17% and FEN1 inhibitor -7%.
For COc1ccccc1N1C(=O)CC(Sc2ccccc2N)C1=O (stereo not drawn) the results were TDP1 inh 1%, N370S GC mod -21% and FEN1 inhibitor -3%.
`O=C(/C=C/c1ccc(Cl)cc1)NCc1ccncc1` gave TDP1 inh 0%, N370S GC mod 15% and FEN1 inhibitor -2%.
For COc1ccc(C2=Nn3c(nnc3-c3ccccc3O)SC2)cc1 the results were TDP1 inh 7% and N370S GC mod 1%.
`COC(=O)COc1ccc(S(=O)(=O)N2CCN(c3ccccc3)CC2)cc1` gave TDP1 inh 3%, N370S GC mod -4% and FEN1 inhibitor 12%.
Screening Cc1ccc(CSC2=NCCN2C(=O)C(C)Oc2ccccc2)cc1 (stereo not drawn) returned TDP1 inh -8%, N370S GC mod 4% and FEN1 inhibitor 15%.
CC(C)C(CCNC(=O)CC(Cc1ccccc1)c1ccco1)c1ccco1 (stereo not drawn) was read as TDP1 inh -7% and FEN1 inhibitor -17%.
Cc1oc2c(c1C(=O)NCc1ccccc1)CCCC2 was read as TDP1 inh 1%, N370S GC mod 2% and FEN1 inhibitor 3%.
For COc1cc(/C=N/NC(=O)C2C3CCCCC32C)cc(Br)c1O (stereo not drawn) the results were TDP1 inh -4%, N370S GC mod 16% and FEN1 inhibitor 0%.
For Cc1cc(C(=O)CSc2nnc(N)s2)c(C)n1Cc1cccs1 the results were TDP1 inh -3%, N370S GC mod 4% and FEN1 inhibitor -2%.
For CCc1cc2c(C)ccc(C)c2nc1SCC(=O)Nc1c[nH]c(=O)[nH]c1=O the results were TDP1 inh 0%, N370S GC mod 3% and FEN1 inhibitor -6%.
Screening COc1ccc(CNCC(O)(c2ccccc2)c2ccc(F)cc2)cc1 (stereo not drawn) returned N370S GC mod 5% and FEN1 inhibitor -7%.
Screening CC(C)Cn1c(N)c(C(=O)CSc2nccn2C)c(=O)n(C)c1=O returned TDP1 inh 2%, N370S GC mod -17% and FEN1 inhibitor -1%.
For O=C(O)c1cccc(N(CCO)CCO)c1 the results were N370S GC mod 2% and FEN1 inhibitor 15%.
`CCSc1nnc2c(n1)OC1(CCCC1)Nc1ccccc1-2` gave TDP1 inh 5%, N370S GC mod 1% and FEN1 inhibitor 17%.
Cc1cc(S(=O)(=O)NCc2ccccn2)c(Cl)cc1Cl was read as TDP1 inh 1%, N370S GC mod -14% and FEN1 inhibitor -17%.
Cc1ccc(O)c(-c2cc(-c3ccccc3[N+](=O)[O-])[nH]n2)c1 was read as TDP1 inh 7%, N370S GC mod 4% and FEN1 inhibitor -18%.
Screening O=C(NCc1ccccc1Cl)c1ccc(S(=O)(=O)Nc2cccc(C(F)(F)F)c2)cc1 returned TDP1 inh 3%, N370S GC mod -5% and FEN1 inhibitor -12%.
Cc1nnc(SCC(=O)NC2CCCc3c2cnn3-c2ccccc2F)o1 (stereo not drawn) was read as TDP1 inh 1%, N370S GC mod inconclusive and FEN1 inhibitor -2%.
`CCCc1nnc(NC(=O)Cc2coc3ccc(C)cc23)s1` gave TDP1 inh 2% and FEN1 inhibitor 19%.
CC(NC(=O)c1ccccc1Br)c1nnc(SCc2ccc([N+](=O)[O-])cc2)n1C (stereo not drawn) was read as TDP1 inh 2%, N370S GC mod 10% and FEN1 inhibitor 4%.
For O=C(O)CCCN1C(=O)c2cccc3cccc(c23)C1=O the results were N370S GC mod -6% and FEN1 inhibitor -4%.
CSc1ccc(S(=O)(=O)N2CCC(C(=O)NCCCn3ccnc3)CC2)cc1 was read as TDP1 inh 1%, N370S GC mod -15% and FEN1 inhibitor 1%.
CCOc1ccccc1CNC(=O)C1CCCN(c2nc3ccccc3o2)C1 (stereo not drawn) was read as TDP1 inh -1% and N370S GC mod 6%.
For Cc1nn2c(-c3ccncc3)ccnc2c1Br the results were TDP1 inh 12%, N370S GC mod -1% and FEN1 inhibitor -9%.
CCC1(C)Cc2c(sc3nc(NN)n(C)c(=O)c23)CO1 (stereo not drawn) was read as TDP1 inh 10%, N370S GC mod -1% and FEN1 inhibitor 0%.
Cc1ccc(NC(=O)N2CCC(c3ccccc3)C2)cc1C (stereo not drawn) was read as TDP1 inh 6%&4%, N370S GC mod 8% and FEN1 inhibitor -8%&-15%.
Screening CCC(C)NC(C(=O)Nc1ccc(Cl)c([N+](=O)[O-])c1)c1ccccc1 (stereo not drawn) returned TDP1 inh -3%, N370S GC mod -6% and FEN1 inhibitor -15%.
Screening CN(Cc1ccccc1)C(=O)c1nc[nH]c1C(=O)N1CCN(c2ccccc2)CC1 returned TDP1 inh 1% and FEN1 inhibitor 5%.
O=C(CN(Cc1ccco1)S(=O)(=O)c1cccs1)Nc1ccccc1C(F)(F)F was read as TDP1 inh 5%, N370S GC mod 11% and FEN1 inhibitor -5%.
`COc1ccc(-n2c(SC3CCOC3=O)nc3ccccc3c2=O)cc1Cl` (stereo not drawn) gave TDP1 inh 3%, N370S GC mod 2% and FEN1 inhibitor 0%.
For CC(OC(=O)COc1ccccc1)C(=O)NC1CCCC1 (stereo not drawn) the results were TDP1 inh 0% and FEN1 inhibitor 2%.
For COc1ccc(C(=O)OCC(=O)c2ccc3c(c2)NC(=O)CO3)cc1S(=O)(=O)N1CCOCC1 the results were TDP1 inh 1% and FEN1 inhibitor 11%.
Screening Cc1ccc(S(=O)(=O)N2[C@@H](c3ccc(Cl)cc3)C(C(=O)O)=CC[C@H]2c2cccs2)cc1 returned TDP1 inh 1%, N370S GC mod -5% and FEN1 inhibitor -14%.
`CN1C=CC=C/C1=C1\SC(=S)N(N)C1=O` gave TDP1 inh -1%, N370S GC mod -21% and FEN1 inhibitor 11%.
`COc1ccc2nc(SCC(=O)Nc3ccc4c(c3)CCC4)[nH]c2c1` gave TDP1 inh 7%, N370S GC mod inconclusive and FEN1 inhibitor 4%.
`CC(=O)Nc1ccc(S(=O)(=O)NCC(=O)OCC(=O)c2cc(C)n(-c3ccc4c(c3)OCO4)c2C)cc1` gave TDP1 inh 6%, N370S GC mod -12% and FEN1 inhibitor 12%.
CCOc1ccc(Nc2nc(CC(=O)OC)cc(=O)[nH]2)cc1 was read as TDP1 inh 4%, N370S GC mod -2% and FEN1 inhibitor -6%.
C=CCNc1nc2c3ccccc3n(C(C)=O)c2s1 was read as TDP1 inh 2%, N370S GC mod -6% and FEN1 inhibitor -5%.
`c1ccc(-c2ccc(OCCOCCn3cncn3)cc2)cc1` gave TDP1 inh 7%, N370S GC mod 8% and FEN1 inhibitor -10%.
For Cc1cc2ccccn2c1C(=O)Nc1cccc(Cl)c1 the results were TDP1 inh -2%, N370S GC mod -13% and FEN1 inhibitor -5%.
`Cc1ccc(-c2nnc(Nc3ccc(Br)cc3)c3ccccc23)cc1S(=O)(=O)N1CCN(C)CC1` gave TDP1 inh 9% and FEN1 inhibitor 0%.

An excerpt from above in order of molar mass, largest number first:
For COc1ccc(C(=O)OCC(=O)c2ccc3c(c2)NC(=O)CO3)cc1S(=O)(=O)N1CCOCC1 the results were TDP1 inh 1% and FEN1 inhibitor 11%.
For CC(OC(=O)COc1ccccc1)C(=O)NC1CCCC1 (stereo not drawn) the results were TDP1 inh 0% and FEN1 inhibitor 2%.
For Cc1cc2ccccn2c1C(=O)Nc1cccc(Cl)c1 the results were TDP1 inh -2%, N370S GC mod -13% and FEN1 inhibitor -5%.
C=CCNc1nc2c3ccccc3n(C(C)=O)c2s1 was read as TDP1 inh 2%, N370S GC mod -6% and FEN1 inhibitor -5%.
`CN1C=CC=C/C1=C1\SC(=S)N(N)C1=O` gave TDP1 inh -1%, N370S GC mod -21% and FEN1 inhibitor 11%.
